Source: PubChem BioAssay (several laboratories)
EBV gp42 block = Epstein-Barr virus gp42 inhibitors, primary screen, biochemical, uHTS, fluorescence polarization. Glycoprotein 42 (Epstein-Barr virus (strain AG876)), Q1HVG2. actives 0.42% (n = 220,000). Fluorescence polarization binding assay, mP read-out. AID 1085, 2008. inhibition, % (tested at 21.74 µM); in the data active = inhibition above about 50%
Runt-SMMHC FRET = inhibitors of RUNX1 Runt–CBFb-SMMHC binding, primary screen, biochemical, FRET, Cerulean-Runt, Venus-CBFb-SMMHC, uHTS. Runt-related transcription factor 1 (Homo sapiens) + Core-binding factor subunit beta …. Cerulean-Runt/Venus-CBFb-SMMHC FRET ratio 530/480, 1 h. inhibition, % at 20 µM. actives 0.74% (n = 220,000). AID 1434, 2008;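 active = mean inhibition across duplicate retests at 20 µM reaching about 50%, limit read from the data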;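 also: 0% = DMSO wells and 100% = wells with excess untagged CBFb-SMMHC; inhibitors lower the FRET ratio by blocking Runt binding to CBFb-SMMHC; some results filed as inactive read as strong as hits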
TRPML3 ag = human TRPML3 channel agonists, primary screen, cell-based, HEK293 TRPML3-YFP, Fluo-8 calcium fluorescence, 3 µM; actives 0.29% (n = 220,000); 100% = the carbachol control signal; activation, % at 3 µM; Mucolipin-3 (Homo sapiens), Q8TDD5;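 active = activation above its plate's cutoff, the mean activation of the plate's test wells plus 3 SD, cut at about 12% in these data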;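 also: 0% = DMSO only wells and 100% = carbachol wells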
Target sequence (Q8TDD5 whole entry, looked up): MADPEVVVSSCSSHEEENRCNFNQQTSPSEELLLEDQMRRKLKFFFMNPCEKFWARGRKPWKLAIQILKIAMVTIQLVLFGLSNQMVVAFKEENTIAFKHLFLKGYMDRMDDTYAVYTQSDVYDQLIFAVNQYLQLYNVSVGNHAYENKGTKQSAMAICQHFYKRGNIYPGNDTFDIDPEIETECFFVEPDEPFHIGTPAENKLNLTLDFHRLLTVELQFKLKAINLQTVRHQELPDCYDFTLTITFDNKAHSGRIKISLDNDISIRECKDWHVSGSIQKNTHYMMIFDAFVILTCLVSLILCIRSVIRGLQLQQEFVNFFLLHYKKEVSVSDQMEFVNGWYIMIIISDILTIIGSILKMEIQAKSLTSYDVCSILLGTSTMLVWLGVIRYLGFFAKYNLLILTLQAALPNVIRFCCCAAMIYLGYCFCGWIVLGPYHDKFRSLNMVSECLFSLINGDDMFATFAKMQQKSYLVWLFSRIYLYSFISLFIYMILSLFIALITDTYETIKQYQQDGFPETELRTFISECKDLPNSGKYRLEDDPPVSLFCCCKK
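Test system – HEK293 line with stable expression of human TRPML3-YFP channel · Control set – carbachol 87 µM final as high control (100%), DMSO as low control (0%) · Signal – Fluo-8 calcium dye fluorescence, ex 470-495, em 515-575 nm · Incubation – 1-h 37 °C dye load, 5-s basal, 120-s post-compound reads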
PPC-1+TRAIL kill = compounds killing PPC-1 cancer cells with TRAIL present, primary screen, TRAIL potentiator project, ATPLite luminescence, uHTS; PPC-1 cells + TRAIL, ATPLite viability luminescence; cell killing (% activity), % at 4 µM; actives 0.41% (n = 220,000); AID 1443, 2008;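 active = cell killing above 50% in the first pass at 4 µM, then a duplicate retest at 5 µM averaging 50% or more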;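 also: plate controls were cells with TRAIL plus DMSO for no effect and medium-only wells lacking cells for full effect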
TNF death inh = inhibitors of TNF-alpha triggered necroptosis, primary screen, cell-based, Jurkat FADD-/-, single concentration; actives 0.068% (n = 220,000); Jurkat FADD-/- TNF necroptosis rescue, ATP luminescence, 24 h; 0 = TNF only, 100 = no-TNF cells; activation (protection from cell death), % at 10 µM;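 active = activation, meaning protection from cell death, of at least 50% relative to plate controls; inactive = activation below 50%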;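 also: necroptosis triggered by 40 ng/mL TNF-alpha added together with compound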
NCF1 inh = p47phox/p22phox peptide binding inhibitors, primary screen, biochemical, uHTS, NADPH oxidase regulatory subunit. AID 1274, 2008. Neutrophil cytosol factor 1 (Homo sapiens), P14598. inhibition, % at 24.7 µM. actives 0.53% (n = 220,000). fluorescence polarization, 2 h;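 active = inhibition above about 30%, limit read from the data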;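 also: 0% = p47phox with labelled peptide and 100% = labelled peptide alone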
Target sequence (P14598 whole entry, looked up): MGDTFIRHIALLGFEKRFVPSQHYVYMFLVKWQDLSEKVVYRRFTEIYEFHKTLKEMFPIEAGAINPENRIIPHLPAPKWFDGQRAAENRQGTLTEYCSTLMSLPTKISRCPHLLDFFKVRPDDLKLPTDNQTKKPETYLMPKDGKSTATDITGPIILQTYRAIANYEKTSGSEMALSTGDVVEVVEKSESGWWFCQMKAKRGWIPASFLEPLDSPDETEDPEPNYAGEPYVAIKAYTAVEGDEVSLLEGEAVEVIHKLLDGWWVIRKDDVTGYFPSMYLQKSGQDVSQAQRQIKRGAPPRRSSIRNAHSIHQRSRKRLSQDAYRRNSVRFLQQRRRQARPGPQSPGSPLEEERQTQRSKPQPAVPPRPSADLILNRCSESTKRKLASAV
CHOP inhibitor = inhibitors of CHOP promoter induction, primary screen, cell-based, unfolded protein response, luciferase reporter; CHO-K1 CHOP-promoter luciferase, tunicamycin-induced, 15-18 h; inhibition, % at 10 µM; actives 3.8% (n = 220,000);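 active = compounds that reduced the stress-induced luciferase reporter signal by more than about 70% of percent inhibition, limit read from the data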;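 also: 0% = tunicamycin plus vehicle and 100% = wells without tunicamycin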
TRPN1 ag = zebrafish TRPN1 channel agonists, primary screen, cell-based, HEK293, calcium fluorescence | transient receptor potential cation channel N1 (TRPN1/NompC), Danio rerio | HEK293 zebrafish TRPN1-YFP, Fluo-8 calcium fluorescence; 100% = response to 87 µM carbachol | activation, % at 3 µM | actives 0.18% (n = 220,000) | AID 1424, 2008;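 active = activation above its plate's cutoff, the mean activation of test wells on that plate plus 3 SD, cut at about 19% in these data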;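 also: 0% = DMSO alone and 100% = 87 µM carbachol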
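Material: zebrafish TRPN1-YFP in HEK293 cells. Doses: one dose of 3 µM, 0.3% DMSO. Incubation: dye 1 h 37 °C plus 30 min RT. Measured by: intracellular calcium fluorescence with Fluo-8.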
MDM2 E3 inh = MDM2-luciferase reporter signal enhancers, primary screen, MDM2 E3 ligase inhibitor project, cell-based, luminescence, 1536-well | E3 ubiquitin-protein ligase Mdm2 (Homo sapiens), Q00987 | cell-based MDM2 ubiquitination luciferase reporter, 2 h; 0 = plate control, 100 = twice control, blank-subtracted | signal enhancement, % at 5 µM | actives 0.11% (n = 210,000) | AID 1230, 2008;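 active = signal enhancement of 30% or more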;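 also: luminescence tracks abundance of the self-degrading MDM2-luciferase fusion protein; higher signal means inhibition of MDM2 E3 ligase activity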
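Assay system: mammalian cells stably expressing self-ubiquitinating, self-degrading MDM2 E3–luciferase fusion. Quantity: 2000 cells in each well. Medium: DMEM culture medium. Compound dosing: single-point 5 µM. Timing: cell settling 4 h, compound treatment 2 h, both 37 °C. Technique: luciferase luminescence. Read-out basis: percent signal gain over controls, blank-subtracted. Benchmarks: plate controls and plate blanks.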
* hit, by the source's call; x = no result given. This is a random part of the collection (roughly 5.9% active in at least one column).

SMILES	EBV gp42 block	Runt-SMMHC FRET	TRPML3 ag	PPC-1+TRAIL kill	TNF death inh	NCF1 inh	CHOP inhibitor	TRPN1 ag	MDM2 E3 inh
Cc1cc(NC(=O)CSc2nc(-c3ccco3)cc(C(F)(F)F)n2)no1	-16.4	-4.8	0.6	7.3	-9.2	2.3	x	2.2	-3.6
Cc1c(CN2CCN(c3cccc(C(F)(F)F)c3)CC2)c(=O)n(-c2ccccc2)n1C	-14.9	-3.4	0.3	8.4	-0.4	-1.1	22.6	1.1	-21.6
COc1ccc(N2C(=O)C3CCCN3C2c2ccc(C)cc2)cc1 (centres undefined)	-4.8	-3.4	0.7	-14.5	1.7	-6.3	-5.4	0.4	-13.0
CC(=O)N1CCN2C(=O)C1CCCC(=O)c1cc(C3CCCCC3)ccc12 (centres undefined)	-4.3	2.3	0.3	1.1	1.3	-7.7	32.9	0.6	-11.5
COC(=O)N1CCN(S(=O)(=O)c2ccc(F)cc2)CC1	-5.5	2.4	0.3	13.8	-0.9	-6.6	8.9	0.8	-17.1
COc1cccc(Oc2nc3ncn(Cc4ccccc4)c3c(=O)n2C)c1	-10.3	-0.1	0.6	3.3	-0.8	10.4	48.7	0.9	4.6
Cc1ccc(OC(=O)c2ccc(S(=O)(=O)N(C)C)cc2)c(-n2nc3ccccc3n2)c1	-7.0	0.7	-0.5	29.7	-12.2	-1.0	-8.7	0.3	-11.9
O=C(c1ccc(COc2ccccc2Br)cc1)N1CCCCC1	-3.0	-4.7	-1.1	21.1	3.8	-11.5	44.3	-0.7	6.2
COc1ccc(/C=C/C(=O)NCc2ccccn2)cc1	-4.9	1.9	0.3	21.3	1.4	1.8	-3.8	-0.6	-1.8
O=S(=O)(c1ccc(OCC2CO2)cc1)c1ccc(OCC2CO2)cc1 (centres undefined)	5.8	-5.5	0.9	19.4	-7.1	1.8	17.1	0.9	-13.1
O=S(=O)(c1cccc(C(F)(F)F)c1)N1CCN(c2ccccc2)CC1	-1.0	-0.4	1.4	21.4	3.5	-12.8	38.7	-1.5	5.1
CCc1ccc(-c2nc(CSCC(=O)N3CCN(c4ccccn4)CC3)c(C)o2)cc1	-18.5	-2.4	2.5	19.9	-10.8	5.8	86.0*	4.6	-13.0
O=C(COc1ccc(OCc2ccccc2)cc1)NC1CCOC1=O (centres undefined)	-17.1	-1.9	1.3	16.0	-2.1	-6.5	-24.4	2.4	13.1
COCCSc1ccccc1C(=O)N1CCCC1	-20.2	-0.9	0.7	17.2	-0.4	-4.5	15.5	-0.6	-2.4
O=C(O)C1CCCCC1C(=O)NC1CCCCC1 (centres undefined)	0.1	-2.6	0.8	-5.7	-2.2	2.2	8.3	0.6	-13.0
Cc1onc(-c2c(F)cccc2Cl)c1C(=O)OCc1cnc(Cl)s1	-11.0	0.8	2.4	-17.4	-0.9	-9.5	3.7	-3.4	-8.5
Cc1ccc(NC(=O)CC2SC(=O)NC2=O)cc1 (centres undefined)	-7.7	2.2	0.2	12.3	0.2	-1.9	15.7	1.8	-4.0
Cc1[nH]c2ccccc2c1SCC(=O)N1CCOCC1	-17.2	-7.6	1.8	15.5	-0.7	1.3	2.0	0.1	-66.5
Cc1ccc(NC(=O)Cn2cccc2)c(Br)c1	-14.7	1.3	-0.1	11.0	0.9	-7.7	19.7	-1.4	-6.8
NC(=O)C(CC(=O)O)NC(=O)[C@@H]1CCOc2c(I)cc([N+](=O)[O-])cc2C(=O)N[C@@H](CCC(=O)O)C(=O)N[C@@H](CO)C(=O)N1 (some centres undefined)	5.2	-1.1	1.2	9.7	-1.1	-6.1	-11.0	1.5	x
FC(F)(F)c1cccc(OCC2CNC(=S)O2)c1 (centres undefined)	-8.5	-0.9	-0.1	12.4	0.5	-2.9	8.1	-0.1	x
COc1cc(OC)c(Cl)cc1N	-16.3	-2.5	0.5	-3.1	-0.4	7.3	39.6	0.8	-22.4
Cc1ccccc1SCCNC(=O)c1ccccc1Br	3.0	-1.6	-0.8	-2.0	4.9	-3.0	12.1	-2.7	-4.0
CCc1nnc(NC(=O)CSc2nnc(CSc3nc(C)cc(C)n3)n2C)s1	-3.4	1.1	0.3	6.0	0.3	-22.6	21.6	0.9	-1.0
CC1CN(C(=O)c2ccc(COc3ccc4ccccc4c3)o2)CC(C)O1 (centres undefined)	10.7	-2.2	-0.6	20.0	0.1	-2.7	-29.4	-2.4	-12.9

Reprinted from the part before: four compounds; new compounds follow.
SMILES	EBV gp42 block	Runt-SMMHC FRET	TRPML3 ag	PPC-1+TRAIL kill	TNF death inh	NCF1 inh	CHOP inhibitor	TRPN1 ag	MDM2 E3 inh
COc1cc(OC)c(Cl)cc1N	-16.3	-2.5	0.5	-3.1	-0.4	7.3	39.6	0.8	-22.4
Cc1ccccc1SCCNC(=O)c1ccccc1Br	3.0	-1.6	-0.8	-2.0	4.9	-3.0	12.1	-2.7	-4.0
CCc1nnc(NC(=O)CSc2nnc(CSc3nc(C)cc(C)n3)n2C)s1	-3.4	1.1	0.3	6.0	0.3	-22.6	21.6	0.9	-1.0
CC1CN(C(=O)c2ccc(COc3ccc4ccccc4c3)o2)CC(C)O1 (centres undefined)	10.7	-2.2	-0.6	20.0	0.1	-2.7	-29.4	-2.4	-12.9
CCOc1ccc(N2C(=O)CC(Sc3nccc(C)n3)C2=O)cc1 (centres undefined)	-3.5	1.1	0.1	6.4	-1.0	-5.8	-9.7	-2.3	-16.4
CCOC(=O)C1(Cc2cccc(Cl)c2)CCCN(C(=O)c2cccnc2)C1 (centres undefined)	-18.5	x	0.6	x	0.0	-0.2	4.8	0.0	-9.8
CC(=O)c1cccc(NC(=S)N2CCC(Cc3ccccc3)CC2)c1	14.0	-3.9	-0.3	9.4	-0.4	-5.4	10.1	-0.4	-17.7
CCO[C@@H]1OC(C(=O)O)=C[C@H](c2csc3ccccc23)[C@H]1CCCO	-1.0	2.7	0.2	3.6	0.0	x	10.9	2.1	x
COc1ccccc1Nc1nc(N)nc(CN2CCC(Cc3ccccc3)CC2)n1	-3.0	2.4	-0.4	9.5	0.2	-20.4	16.6	-0.8	-8.7
CCSC1=NC2(CCCCC2)Nc2sc3c(c21)CCCC3	-23.3	-1.0	0.6	17.4	-1.3	7.4	105.1*	0.8	-5.7
CCC1(C)Cc2ccccc2-c2nc3n(c(=O)c21)CC(C(=O)O)S3 (centres undefined)	-20.7	-0.2	-0.4	3.1	0.5	-28.5	7.1	0.3	-20.3
O=C(CN1CCC(C(=O)c2ccc(F)cc2)CC1)Nc1ccc(F)cc1	-9.4	-1.0	1.4	8.3	-3.2	4.3	27.8	2.5	5.9
N#CCC(=N)N1CCN(c2ccccc2Cl)CC1	-12.1	-0.5	0.8	-4.3	-2.4	-7.3	41.4	0.0	2.5
CCn1c(SCC(=O)Nc2ccc3c(c2)oc2ccccc23)nnc1-c1ccc(N)cc1	-16.3	-2.4	0.9	15.5	-4.2	0.0	95.1*	-0.8	-14.0
CC(C)CSc1nnc(N)s1	-11.3	-1.8	0.8	22.7	-0.5	-8.2	18.1	0.5	x
Clc1ccc(-c2cc3ccccc3nc2N2CCCC2)cc1	-5.0	1.7	0.5	11.5	-0.3	-42.5	-5.6	-1.2	-23.1
CC(C)Oc1cccc(C(=O)NC(=S)Nc2ccccc2)c1	-9.3	1.4	-0.2	43.4	1.3	9.4	32.1	-1.4	-23.9
O=C(c1nn(Cc2ccccc2)c(=O)c2ccccc12)N1CCc2ccccc2C1	3.1	-0.4	0.1	18.8	0.6	-7.2	37.8	-0.3	-0.3
CC(C)(C)c1ccc(OC(=O)c2ccccc2)cc1	-10.0	0.2	0.5	-3.7	0.8	-4.8	-2.2	0.8	-22.2
CC(=O)c1sc(NC(=O)COc2ccccc2)nc1C	-0.9	-0.6	0.8	1.0	0.3	-0.2	-9.8	0.3	-8.9
CCN(CC)S(=O)(=O)c1cc(C(=O)Nc2ccc(Cl)cn2)ccc1C	-15.3	-1.8	1.8	45.2	5.5	-5.1	16.8	0.4	-13.2
CC1CC(C)CN(C(=O)CN2CCN(Cc3ccc(Cl)cc3)C2=O)C1 (centres undefined)	-3.6	0.3	1.1	9.9	-0.1	-16.1	23.8	0.7	-0.3
Cc1cc(NS(=O)(=O)c2ccc(NC(=O)CSc3nnc(-c4ccco4)n3C)cc2)nc(C)n1	-22.1	1.7	0.7	31.1	1.7	-14.2	10.6	0.8	-18.1
CCCC[n+]1ccn(-c2nc3ccccc3nc2[N-]S(=O)(=O)c2ccc(Br)cc2)c1	6.2	43.3	0.6	16.1	-0.1	5.7	-29.2	0.4	-16.0
CCc1ccc(OCC(=O)NCCOc2ccccc2)cc1	-25.3	2.8	0.2	20.4	-2.6	-3.6	-18.8	-0.4	-4.8
CCSc1nc2ccccc2n1C(=O)/C=C\c1ccc(OC)c(OC)c1	-16.8	-4.7	-0.2	19.3	36.0	-1.3	110.3*	-2.0	42.7*
Cn1c(SCc2ccccc2)nc2ccsc2c1=O	-5.0	-1.7	0.6	9.7	-3.6	-2.2	62.0	1.1	-14.5
CCOc1ncccc1C(=O)OCc1ccc(C(=O)OC)o1	-1.3	-5.9	0.4	6.2	-2.7	0.8	3.2	1.0	-13.1
CC(C(=O)Nc1cc([N+](=O)[O-])ccc1Cl)N1CCN(c2ccc(O)cc2)CC1 (centres undefined)	-10.5	9.6	0.1	12.1	-4.4	11.8	30.5	1.5	-2.1
C[C@H](NC(=O)c1ccco1)C(=O)Nc1ccc(S(=O)(=O)N2CCCC2)cc1	-6.6	0.0	0.6	-2.4	0.6	-10.8	5.0	1.2	-8.6
COc1ccccc1CNC(=O)C1CC(c2ccccc2F)=NO1 (centres undefined)	-6.5	-1.1	x	8.9	1.5	-4.9	-4.8	x	-6.3
Cn1cc(C(=O)c2ccc(Cl)cc2Cl)cc1C=O	-20.6	0.4	1.3	-13.6	-0.6	-10.5	23.7	0.8	-42.9
